Screens as filed in PubChem BioAssay.
BCLXL inh: inhibitors of human Bcl-xL, primary screen, biochemical, fluorescence polarization, HTS; Bcl-2-like protein 1 (Homo sapiens), Q07817; GST-Bcl-xL / FITC-Bim BH3 peptide fluorescence polarization; inhibition, % at 10.9 µM; hit rate 0.7% among 320,000; AID 2129, 2009;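 active means inhibition above the mean of all tested compounds plus 3 SD, cutoff set per campaign, cut at about 30% in these data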;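 further: 0% = DMSO wells and 100% = unlabeled Bim-BH3 peptide competitor; inhibitors lower millipolarization by displacing the labeled peptide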
AGP1 TOR yeast: modulators of AGP1-GFP expression in yeast TOR pathway, primary screen, cell-based, multiplex flow cytometry, S. cerevisiae, MLPCN library; 3 h; GFP as percent of DMSO wells; GFP response vs DMSO, % at 10 µM; hit rate 0.02% among 320,000;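 active means GFP response relative to DMSO above a set limit, near screen average plus 3 SD, cut at about 150% in these data; inconclusive means fewer than 70 cells counted for the yeast strain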;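 further: median GFP channel fluorescence of the gated AGP1 strain per well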
CIT2-GFP yeast: modulators of CIT2-GFP expression in yeast, primary screen, S. cerevisiae, GFP fusion, multiplex flow cytometry, MLPCN library; hit rate 0.065% among 320,000; GFP response vs DMSO, % at 10 µM; AID 2029, 2009; S. cerevisiae CIT2-GFP strain, 3 h; 100 means same as DMSO wells;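 active means GFP response relative to DMSO above a set limit, near the screen mean plus 3 SD, cut at about 150% in these data; inconclusive means Fewer than 70 cells measured for a yeast strain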;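 further: ratio of well median GFP fluorescence to mean of DMSO wells on the plate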
MEX-5 binding: MEX-5 zinc finger RNA-binding disruptors – biochemical, C. elegans, fluorescence polarization, MLPCN library, primary screen; MEX-5/FITC-TCR2 RNA binding; hits give low values; activity score (negative = inhibition of binding), % at 10 µM; hit rate 0.38% among 300,000;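 active means inhibition past about -25% in most replicates, and total fluorescence under double the plate's negative control median, limit read from the data; inconclusive means replicates evenly split on the limit, or fluorescence at least double controls; inactive means too little inhibition in most replicates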;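 further: 0% = DMSO and -100% = 5 µM competing unlabeled TCR2 RNA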
Target sequence (Q9XUB2 whole entry, looked up): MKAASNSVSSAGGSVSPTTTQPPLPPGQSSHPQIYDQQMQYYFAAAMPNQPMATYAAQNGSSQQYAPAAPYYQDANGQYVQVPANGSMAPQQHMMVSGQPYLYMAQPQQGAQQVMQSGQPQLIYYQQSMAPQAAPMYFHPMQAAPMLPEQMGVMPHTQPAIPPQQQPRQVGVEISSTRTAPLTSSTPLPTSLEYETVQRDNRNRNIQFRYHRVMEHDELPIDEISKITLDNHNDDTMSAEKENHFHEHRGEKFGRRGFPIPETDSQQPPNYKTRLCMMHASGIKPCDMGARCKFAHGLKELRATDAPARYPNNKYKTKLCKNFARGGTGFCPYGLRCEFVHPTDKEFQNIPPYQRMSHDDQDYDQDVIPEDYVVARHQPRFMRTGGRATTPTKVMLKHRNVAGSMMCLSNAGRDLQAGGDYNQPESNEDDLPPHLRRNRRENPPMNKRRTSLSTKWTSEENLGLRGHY
MCL1-BIM inh: inhibitors of MCL1 binding to BIM-BH3, primary screen, biochemical, fluorescence polarization | AID 2057, 2009 | inhibition, % at 10.9 µM | GST-MCL1 / FITC-Bim-BH3 fluorescence polarization | hit rate 0.68% among 320,000;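 active means inhibition above the mean inhibition of all tested compounds plus 3 SD, set per campaign, cut at about 40% in these data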;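 further: 0% = DMSO wells and 100% = unlabeled Bim-BH3 peptide control; higher means more loss of mP so more displacement of Bim peptide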
Fam108B counter: mouse Fam108B serine hydrolase inhibitors, primary screen, counter-screen for RBBP9 inhibitor project, biochemical, fluorescence polarization | recombinant Fam108B, FP-Rh probe fluorescence polarization | inhibition, % at 9.51 µM | hit rate 0.33% among 300,000;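 active means inhibition above the screen mean inhibition plus 3 SD, computed separately per campaign, cut at about 18% in these data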;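 further: inhibitors lower polarization as less probe binds the enzyme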
GLD-1 TGE inh: GLD-1/TGE RNA complex disruptors, primary screen, biochemical, fluorescence polarization; Female germline-specific tumor suppressor gld-1 (Caenorhabditis elegans), Q17339; purified GLD-1 + fluorescein TGE RNA; inhibition, % at 5.96 µM; hit rate 0.44% among 320,000; AID 2280, 2010;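 active means percent inhibition above a per-plate cutoff, the plate mean of test compounds plus 3 SD, cut at about 30% in these data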;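 further: 0% = DMSO wells with GLD-1 and probe and 100% = wells lacking GLD-1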
Target sequence (Q17339 whole entry, looked up): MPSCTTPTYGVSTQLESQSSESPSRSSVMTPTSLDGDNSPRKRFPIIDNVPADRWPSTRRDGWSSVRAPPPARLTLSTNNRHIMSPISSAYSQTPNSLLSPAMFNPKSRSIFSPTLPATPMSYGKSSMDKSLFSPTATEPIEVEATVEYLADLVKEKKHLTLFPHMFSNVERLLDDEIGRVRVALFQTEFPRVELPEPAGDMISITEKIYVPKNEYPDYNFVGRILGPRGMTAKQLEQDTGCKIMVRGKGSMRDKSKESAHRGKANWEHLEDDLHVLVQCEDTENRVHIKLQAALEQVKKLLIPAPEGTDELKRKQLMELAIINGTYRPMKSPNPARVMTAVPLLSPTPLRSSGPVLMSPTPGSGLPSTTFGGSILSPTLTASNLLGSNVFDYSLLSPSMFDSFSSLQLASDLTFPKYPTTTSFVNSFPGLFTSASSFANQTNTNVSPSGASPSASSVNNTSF
VLA-4 inh: inhibition in human VLA-4 binding assay, primary screen, VLA-4 allosteric modulator project, MLPCN library, flow cytometry, VLA-4 expressing cells; Integrin alpha-4 (Homo sapiens), P13612; ligand binding flow cytometry; inhibition, % (about 7 µM as worked out from the volumes in the protocol); hit rate 0.2% among 330,000; in the data active means inhibition above about 50%
GRK2 inh: compounds blocking aptamer binding on GRK2 – biochemical, human GRK2, bead flow cytometry, HTS, primary screen; Beta-adrenergic receptor kinase 1 (Homo sapiens), P25098; hit rate 0.59% among 330,000; AID 488847, 2010; inhibition of aptamer binding, % at 10 µM; FAM-aptamer displacement from GRK2;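 active means inhibition of aptamer binding above 40%, roughly 3 SD of noise, on plates passing a quality check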;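 further: median bead fluorescence of bound FAM aptamer so fluorescent compounds give negative values; no value below 0 was filed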
Active calls of the source: *; u = inconclusive; x = no result given; [ ] = another dose, or the depositor's remark.

The line under a structure holds: BCLXL inh, AGP1 TOR yeast, CIT2-GFP yeast, MEX-5 binding, MCL1-BIM inh, Fam108B counter, GLD-1 TGE inh, VLA-4 inh, GRK2 inh
CC1CCN(C(=O)c2cc3nc(-c4ccccc4)cc(-c4ccccc4)n3n2)CC1
  -2, 90, 88, 0.2, 2, -2, 2, 11, 1
CCN(CC)S(=O)(=O)c1ccc2c(c1)nc(CCC(=O)Nc1ccccc1Cc1ccccc1)n2CC
  6, 100, 93, -0.1, 3, 3, 16, 0, 1
CC(C)(C)c1ccc(NC(=O)CSc2n[nH]c(=O)n2-c2cccnc2)cc1
  1, 101, 95, 1.1, -3, -2, -2, 9, 0
CCOC(=O)c1ccc(NC(=O)c2cc(S(=O)(=O)N3CCOCC3)cn2C)cc1
  -1, 101, 98, -0.1, -2, -1, -1, 8, 0
COC(=O)C1=C(N)Oc2cc(N(C)C)ccc2C1c1ccccc1OC (centres undefined)
  23, 101, 98, 1.6, 15, -7, 14, -36, 0
O=C(/C=C/c1ccc(Br)o1)Nc1nnc(C2CC2)s1
  -1, 111, 98, -0.9, 4, 1, -6, 4, 9
Cc1ccc(OCC(=O)Nc2nnn(C)n2)c(C)c1
  6, 91, x, -1.1, 12, -2, 7, 8, 0
O=C(C[C@@H]1C/C=C\CCC(=O)OC[C@H](Cc2ccccc2)NC1=O)N[C@@H](CO)Cc1ccccc1
  x, 100, 97, x, x, x, 5, 3, 0
N#C/C(=C1\C(=O)Nc2c(Cl)cc(Cl)cc21)c1nnc2n1CCCCC2
  2, 104, 100, -2.3, -4, 3, 7, 22, 0
Cc1ccccc1CNC(=O)C(=O)NCCC1CCCCN1S(=O)(=O)c1cccs1 (centres undefined)
  3, 118, 108, -0.7, 1, -4, 5, 1, 1
O=C(CCl)Nc1ccccc1C(=O)c1ccccc1
  0, 102, 100, 1.6, 0, -6, 2, 46, 0
Clc1cccc(-c2ccc3ncnc(NCc4cccnc4)c3c2)c1
  x, 105, 102, x, x, x, -1, 0, 0
NS(=O)(=O)c1cccc(NC(=O)CSc2nnnn2-c2ccccc2)c1
  0, 109, 97, 0.6, -3, -1, -3, -2, 0
Cc1ccc(S(=O)(=O)N2CCN(C(=O)c3ccc(-n4cncn4)c([N+](=O)[O-])c3)CC2)cc1
  0, 107, 100, 3.1, -1, 6, -3, -3, 0
O=C(Nc1nc2ccccc2n1CCN1CCOCC1)c1ccc(COc2ccccc2Br)o1
  6, 104, 103, -3.6, 5, -6, 7, -4, 1

By substructure, the compounds so far containing bromine.
The line under a structure holds: BCLXL inh, AGP1 TOR yeast, CIT2-GFP yeast, MEX-5 binding, MCL1-BIM inh, Fam108B counter, GLD-1 TGE inh, VLA-4 inh, GRK2 inh
O=C(/C=C/c1ccc(Br)o1)Nc1nnc(C2CC2)s1
  -1, 111, 98, -0.9, 4, 1, -6, 4, 9
O=C(Nc1nc2ccccc2n1CCN1CCOCC1)c1ccc(COc2ccccc2Br)o1
  6, 104, 103, -3.6, 5, -6, 7, -4, 1

Back to the main list, repeating the 7 entries before the break.
The line under a structure holds: BCLXL inh, AGP1 TOR yeast, CIT2-GFP yeast, MEX-5 binding, MCL1-BIM inh, Fam108B counter, GLD-1 TGE inh, VLA-4 inh, GRK2 inh
N#C/C(=C1\C(=O)Nc2c(Cl)cc(Cl)cc21)c1nnc2n1CCCCC2
  2, 104, 100, -2.3, -4, 3, 7, 22, 0
Cc1ccccc1CNC(=O)C(=O)NCCC1CCCCN1S(=O)(=O)c1cccs1 (centres undefined)
  3, 118, 108, -0.7, 1, -4, 5, 1, 1
O=C(CCl)Nc1ccccc1C(=O)c1ccccc1
  0, 102, 100, 1.6, 0, -6, 2, 46, 0
Clc1cccc(-c2ccc3ncnc(NCc4cccnc4)c3c2)c1
  x, 105, 102, x, x, x, -1, 0, 0
NS(=O)(=O)c1cccc(NC(=O)CSc2nnnn2-c2ccccc2)c1
  0, 109, 97, 0.6, -3, -1, -3, -2, 0
Cc1ccc(S(=O)(=O)N2CCN(C(=O)c3ccc(-n4cncn4)c([N+](=O)[O-])c3)CC2)cc1
  0, 107, 100, 3.1, -1, 6, -3, -3, 0
O=C(Nc1nc2ccccc2n1CCN1CCOCC1)c1ccc(COc2ccccc2Br)o1
  6, 104, 103, -3.6, 5, -6, 7, -4, 1
CCCCOP(=O)(c1ccc(N(C)C)cc1)C(O)c1ccc(OC)c(OC)c1 (centres undefined)
  7, 106, 95, 3.1, 3, -1, 5, -2, x
Cc1cc(OCCCCn2ccnc2)cc(C)c1Cl
  0, 101, 100, -2.2, 2, -3, 1, 34, 0
O=C(CNC(=O)c1ccccc1F)NC1CC1
  5, 94, 93, -1.1, 6, -4, -6, 6, 0
CN(CC(=O)NCC(=O)Nc1ccc(F)c(F)c1F)C1CCS(=O)(=O)C1 (centres undefined)
  -4, 105, 104, x, -9, x, -4, 0, 0
Cc1ccc(NS(=O)(=O)c2ccc3c(c2)NC(=O)CCS3)c(C)c1
  5, 107, 110, -0.8, -5, 1, 1, 3, 2
COc1ccc(/C=C2/SC(=O)N(CCC(=O)Nc3ccc(C)cc3)C2=O)cc1OC
  3, 82, 107, -1.1, 8, -1, 0, 34, 0
CCOc1cc(/C=N/NC(=O)CN2CCCCC2)ccc1OCc1cccc(Cl)c1
  -1, 95, 103, -1.0, 1, -2, 1, -17, 0
CCOC(=O)CCn1cnc2ccc([N+](=O)[O-])cc2c1=O
  4, 97, 104, 1.4, 10, 3, 2, -4, 0
CC1CCCN(C(=O)COC(=O)c2cc(Br)ccc2O)C1 (centres undefined)
  x, 91, 91, x, x, x, 7, 14, 1
Cc1ccc(C(=O)N/C(=C\c2ccc(C)o2)C(=O)O)cc1
  4, 100, 87, 1.5, 0, 0, -5, 8, 10
COc1cccc(C2CC(c3cccc(C)c3)n3ncnc3N2)c1 (centres undefined)
  0, 106, 102, 1.0, -1, 2, 2, -36, 1
O=C(Nc1ccccc1)OCCNC(=O)c1cccc(Cl)c1
  5, 88, 84, -0.9, 8, 10, 5, 10, 0
CCOc1cc(/C=N/n2c(C)nnc2C)ccc1O
  1, 106, 108, -4.4, 1, 2, 1, -30, 3
O=C(c1ccco1)N1CCN(C(=O)c2cccc3c2C(=O)N(C2CCCCC2)C3)CC1
  6, 94, 101, 1.0, 4, 1, -4, 11, 1
CSc1nc(-c2ccco2)nn1S(=O)(=O)c1ccc(C)cc1
  3, 107, 92, -0.8, 4, 2, -8, -6, 8

The line under a structure holds: BCLXL inh, AGP1 TOR yeast, CIT2-GFP yeast, MEX-5 binding, MCL1-BIM inh, Fam108B counter, GLD-1 TGE inh, VLA-4 inh, GRK2 inh
CC1=CC2=NC(=O)/C(=C\c3cccn3CCOc3ccccc3C)C(=N)N2O1
  1, 98, 84, -3.4, -2, -12, 3, -10, 1
CCOc1ccc(-c2nnc(-c3cccs3)o2)cc1OCC
  1, 95, 89, 0.8, -7, 3, -6, 19, 3
O=C(COC(=O)/C=C/c1ccc([N+](=O)[O-])cc1)NCc1ccco1
  7, 101, 89, 2.3, 6, -4, 2, 5, 0
C[C@H](CO)N1C[C@H](C)[C@@H](CN(C)S(=O)(=O)c2ccccc2)Oc2c(NC(=O)Nc3ccc4c(c3)OCO4)cccc2C1=O
  x, 97, 95, x, x, x, 3, -13, 2
CCOC(=O)N1CC=C2C(C#N)=C(N)C(C#N)(C#N)[C@H](c3ccsc3)[C@H]2C1
  41*, 104, 104, u, 39, -1, 27, 7, 3
CSc1nsc(SCC(=O)Nc2ccccc2C(=O)O)n1
  9, 102, 110, -1.3, 3, 3, -1, 14, 0
COc1ccccc1OCCNC(=O)c1cc(C2CC2)nc2c1cnn2C(C)C
  -15, 94, 96, x, -29, x, 4, -8, 0
CCC1(c2ccc(F)cc2)NC(=O)N(CC(=O)Nc2ccc(S(N)(=O)=O)cc2)C1=O (centres undefined)
  -7, 96, 94, -0.7, -6, -7, 5, -4, 0
Cc1cc(NC(=O)COC(=O)[C@@H](NS(=O)(=O)c2ccccc2)C(C)C)no1
  -2, 110, 108, 1.0, 4, 4, -8, 29, 2
COc1ccc(OC)c(NC(=O)COC(=O)CCCN=C2NS(=O)(=O)c3ccccc32)c1
  x, 106, 84, x, x, x, 0, 0, 3
COc1ccc(C2CCCN2C(=S)Nc2ccc(C)cc2Cl)cc1OC (centres undefined)
  7, 106, 99, 1.3, 5, 0, 8, 7, 1
Cc1ccc(NC(=O)CSCC(=O)NC2(C)CCS(=O)(=O)C2)cc1 (centres undefined)
  2, 99, 97, x, 9, x, 4, 7, 3
Cn1c(=O)c2c(nc(N3CCCCC3)n2CCSc2nc3ccccc3s2)n(C)c1=O
  7, 95, 92, 1.0, 5, 1, -2, 5, 3
C=CCNC(=O)c1cc(-c2ccncc2)nc2c(C)cc(C)cc12
  4, 97[may fluoresce green], 103[may fluoresce green], 2.1, 4, 1, 2, 3, 2
COc1ccc(C(=O)Nc2ccc(Nc3ccccc3)cc2)cc1OC
  6, 97, 100, -0.6, -5, 4, -3, 2, 86*

The line under a structure holds: BCLXL inh, AGP1 TOR yeast, CIT2-GFP yeast, MEX-5 binding, MCL1-BIM inh, Fam108B counter, GLD-1 TGE inh, VLA-4 inh, GRK2 inh
CC(C)c1ccc(NC(=O)[C@H](NC(=O)[C@@H]2Cc3ccccc3CN2)c2ccccc2)cc1
  0, 101, 102, 1.8, 7, -3, 7, 34, 0
Cc1nn(CCCC(=O)Nc2cc(Oc3ccc(F)cc3)cc([N+](=O)[O-])c2)c(C)c1[N+](=O)[O-]
  11, 101, 107, -1.4, 6, 12, 6, -23, 1
CCNC(=O)CSc1nnc(-c2ccccc2)n1-c1ccc(OCC)cc1
  -8, 99, 102, 0.2, -8, 3, -2, 13, 0
COc1ccccc1CNC(=O)C(CCSC)NC(=O)c1cccc(S(=O)(=O)N2CCOCC2)c1 (centres undefined)
  x, 94, 85, x, x, x, 10, 0, 0
COC(=O)CSc1nc2ccccn2c(=O)c1C=O
  3, 95, 96, 0.3, 2, -1, -3, -6, 6
Cc1cccc(C)c1NC(=S)N1CCCCCC1
  6, 105, 107, -2.4, 2, 1, 8, -11, 0
O=C(Nc1ccc2c(c1)OCO2)c1cnc2n(c1=O)CCS2
  2, 94, 103, -0.9, 3, 3, 2, 8, 4
CN1CCC(=O)N([C@H](COc2ccccc2)Cc2ccccc2)CC1
  0, 83, 69, -0.9, -1, 1, 8, 19, 2
Nc1ccc2oc(C3CCCCC3)nc2c1
  5, 112, 96, 1.5, 8, 5, 1, -2, 0
COc1ccc(-c2[nH]ncc2/C=N\NC(=O)c2ccc(Br)o2)cc1OC
  0, 101[may fluoresce green], 104[may fluoresce green], 1.2, -10, -5, -3, -10, 2
